# Bioassay records deposited in PubChem by several laboratories.
# PGE2 EP2 inh: inhibitors of human EP2 prostaglandin E2 receptor. AID 1422. hit rate 0.52% among 260,000. P43116. inhibition, % at 25 µM. C6 glioma cells expressing human EP2, cAMP TR-FRET; cells stimulated with saturating PGE2;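 active = percent inhibition above 40 after rounding to a whole number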;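 also: rat C6 glioma host cells with rolipram phosphodiesterase inhibitor present; the protocol text gives 20 µM as final concentration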
# Runt-SMMHC FRET: inhibitors of human RUNX1 Runt domain binding to CBFb-SMMHC; hit rate 0.74% among 220,000; Q01196+Q13951; inhibition, % at 20 µM; Cerulean-Runt/Venus-CBFb-SMMHC FRET ratio 530/480, 1 h; AID 1434;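 active = mean inhibition across duplicate retests at 20 µM reaching about 50%, limit read from the data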;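 also: 0% = DMSO wells and 100% = wells with excess untagged CBFb-SMMHC; inhibitors lower the FRET ratio by blocking Runt binding to CBFb-SMMHC; some results filed as inactive read as strong as hits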
# PERK inhibitor: inhibitors of human PERK kinase. CHO PERK-DD fusion, SEAP luminescence translation reporter. inhibition, % at 5.6 µM. hit rate 0.17% among 220,000. AID 1416;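 active = inhibition above the mean inhibition of all tested compounds plus 3 SD, set separately per screening campaign, cut at about 2.9% in these data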;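 also: PERK kinase domain activated by AP20187 dimerizer at 100 nM; 0% = DMSO with dimerizer and 100% = rapamycin at 8.4 µM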
# RBBP9 inh: inhibitors of human serine hydrolase RBBP9; AID 1515; hit rate 0.2% among 220,000; O75884; inhibition, % at 7.94 µM; recombinant RBBP9, FP-Rh probe fluorescence polarization;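 active = inhibition above the campaign mean of all tested compounds plus 3 SD, cut at about 14% in these data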;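 also: plate controls were DMSO wells with RBBP9 for no effect and wells lacking RBBP9 protein for full effect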
# Target sequence (O75884 whole entry, looked up): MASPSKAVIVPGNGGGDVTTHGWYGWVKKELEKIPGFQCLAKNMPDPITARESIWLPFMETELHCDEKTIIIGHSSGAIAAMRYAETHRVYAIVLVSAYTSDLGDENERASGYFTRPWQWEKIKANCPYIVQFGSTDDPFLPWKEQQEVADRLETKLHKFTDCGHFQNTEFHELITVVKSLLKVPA
#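 Controls: DMSO-treated enzyme wells and wells lacking RBBP9 | Material: RBBP9 protein | Technique: Fluorescence polarization | Replication: Single well per compound, no replicates | Buffer or medium: Tris-NaCl-Pluronic buffer, pH 8.0 | Timing: 30 min compound preincubation, 45 min probe labeling, 25 °C | Read-out basis: Percent inhibition from mP, scaled between DMSO and no-protein wells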
# EP2 modulator: modulates human prostaglandin E2 receptor EP2 signaling; AID 940; P43116; induction, % at 25 µM; hit rate 0.83% among 260,000; EP2-expressing cells, cAMP HTRF FRET, PGE2 co-stimulation;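 active = compounds whose cAMP rise, as percent of the full-agonist control response, exceeds 60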;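 also: rat C6 glioma line stably carrying human EP2 under a CMV promoter; the protocol text gives 20 µM as final concentration; 100% = response of wells given 1 µM PGE2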
# Runt-CBFb FRET: inhibitors of human RUNX1 Runt domain binding to CBFb; Q01196+Q13951; Cerulean-Runt/Venus-CBFb FRET ratio 530/480, 1 h; inhibition, % at 20 µM; hit rate 0.46% among 220,000; AID 1496;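 active = inhibition over about 50% at 20 µM in the single-dose screen, limit read from the data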;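 also: 0% = DMSO wells and 100% = excess unlabeled CBFb competitor control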
#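 Doses: 20 µM compound in 1% DMSO | Material: Cerulean-labeled Runt domain protein | Amount: Each fluorescent fusion protein 100 nM | Schedule: Two 1 h room-temperature incubations shielded from light | Measured by: FRET fluorescence | Evaluation: Loss of energy transfer signal | Controls: Unlabeled CBFb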
# Hck Nef HTS: human Hck-Nef kinase inhibition | hit rate 0.68% among 220,000 | Recombinant Hck-YEEI plus Nef, Z-Lyte FRET kinase assay | inhibition, % at 20 µM | P08631 | AID 463187;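 active = Hck-Nef kinase inhibition above about 50%, limit read from the data; inactive = inhibition below that limit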;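 also: 0% = DMSO with Hck plus Nef and 100% = Hck alone without Nef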
# Target sequence (P08631 whole entry, looked up): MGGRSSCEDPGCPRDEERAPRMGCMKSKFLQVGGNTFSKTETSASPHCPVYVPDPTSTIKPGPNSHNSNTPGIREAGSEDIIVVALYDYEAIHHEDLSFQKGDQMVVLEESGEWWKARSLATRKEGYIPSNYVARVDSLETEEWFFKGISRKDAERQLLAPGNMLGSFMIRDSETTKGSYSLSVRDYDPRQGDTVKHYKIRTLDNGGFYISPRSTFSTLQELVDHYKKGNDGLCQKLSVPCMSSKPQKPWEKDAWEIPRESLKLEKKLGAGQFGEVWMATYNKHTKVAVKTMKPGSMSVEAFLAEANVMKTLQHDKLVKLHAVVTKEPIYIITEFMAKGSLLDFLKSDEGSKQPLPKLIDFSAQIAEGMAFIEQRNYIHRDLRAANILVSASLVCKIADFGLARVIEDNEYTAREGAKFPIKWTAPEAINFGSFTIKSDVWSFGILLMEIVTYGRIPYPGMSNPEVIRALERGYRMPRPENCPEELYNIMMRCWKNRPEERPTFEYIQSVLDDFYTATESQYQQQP
# zVAD death inh: L929 zVAD cell death inhibition; L929 zVAD necroptosis rescue, ATP luminescence, 24 h; with zVAD 60 µM; viability rescue, % at 10 µM; hit rate 0.38% among 220,000; AID 1377;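 active = activation, scaled between plate controls, above about 75%, limit read from the data; inactive = activation under that limit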;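 also: 0% = zVAD with DMSO and 100% = DMSO alone without zVAD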
# TNF necrop inh: blocks TNF-alpha induced death of Jurkat FADD-/- cells; Jurkat FADD-/- TNF necroptosis rescue, ATP luminescence, 24 h; 0 = TNF only, 100 = no-TNF cells; activation (protection from cell death), % at 10 µM; hit rate 0.068% among 220,000; AID 463075;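 active = activation, meaning protection from cell death, of at least 50% relative to plate controls; inactive = activation below 50%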;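 also: necroptosis triggered by 40 ng/mL TNF-alpha added together with compound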
# * hit, by the source's call; . = not tested or not shown; & = joins results of further samples. An excerpt; the hit share may differ from the screen's.
Compound,PGE2 EP2 inh,Runt-SMMHC FRET,PERK inhibitor,RBBP9 inh,EP2 modulator,Runt-CBFb FRET,Hck Nef HTS,zVAD death inh,TNF necrop inh
COc1cc(OC)c(NS(=O)(=O)c2cc(C(=O)OC(C)C(=O)NC3CC3)c(Cl)cc2Cl)cc1Cl (stereo not given),5,0,-0.6,-10,-47,-3,3,0.3,1.3
COc1ccc(NC(=O)c2cc3c([nH]c4ccccc43)c(C)n2)cc1,8,-3,-0.3,-1,-26,-5,7,2.9,4.4
COc1cccc2c(=O)n(CC(=O)NC3CCCCC3)ccc12,12,-4,0.7,-2,15,0,2,2.4,2.1
CC(=O)Nc1sc2c(c1C#N)CCCCC2,6,0,0.2,-3,-4,-1,2,-1.1,-1.7
Cc1ccc(S(=O)(=O)CC(c2ccccc2)N2CCCCC2)cc1 (stereo not given),13,-2,-0.6,-3,29,0,-4,0.8,1.5
Cc1c(Cl)cccc1-n1nnnc1-c1cccs1,11,1,0.1,-4,-3,0,1,-0.1,-1.5
O=C(O)c1ccc(CSc2ncnc3c2cnn3Cc2ccccc2)cc1,7,-5,1.4,2,4,-1,3,0.4,0.4
CS(=O)(=O)N(CC(=O)N/N=C/c1ccco1)c1ccccc1Br,9,3,0.1,-5,10,3,7,0.1,0.3
CCOc1ccc(-c2n[nH]c(C)c2-c2ccccc2OC)c(O)c1,5,40,-0.5,-10,-9,-2,-1,2.0,-7.5
NC1=NC[C@H](Cc2ccc(O)cc2)N1CC1CCCCC1,22,-1,.,.,2,-1,30,0.0,-0.6
Cc1ccc2[nH]c(=O)c(Cc3ccccc3)c(O)c2c1,6,2,1.7,0,32,11,22,6.4,0.3
Cc1ccc(S(=O)(=O)N2CCOCC2)cc1C(=O)NC(=S)N(Cc1ccccc1)C(C)C,8,3,-0.5,-3,34,1,5,-0.8,0.9
COc1cc(/C=N/NC(=O)c2ccc(COc3ccccc3Cl)o2)cc(Br)c1O,75*,-3,0.4,-8,-68,-5,6,0.3,4.0
COc1ccc(C2CC(c3cccc(C)c3)n3ncnc3N2)cc1 (stereo not given),8,1,0.4,-3,-16,-1,17,0.4,-1.1
O=C(CSc1nc2ccccc2n1S(=O)(=O)c1cccc([N+](=O)[O-])c1)NCCc1ccccc1,4,6,-0.9,-7,23,-2,1,.,-1.0
CC(=O)c1cc(F)c(N2CCN(C(=O)Cc3ccccc3)CC2)cc1C,7,4,-1.0,1,2,1,0,0.1,0.3
CCOC(=O)c1cn(Cc2ccc(Br)cc2)nn1,6,0,-0.3,-2,-7,-3,0,0.5,2.8
COc1cc2c(cc1OC)CN(C(=O)c1ccc3nc[nH]c3c1)CC2,3,2,1.3,-10,30,-1,21,1.6,-6.2
CCN(CC)S(=O)(=O)c1cccc(-c2nnc(SCC#N)n2Cc2ccccc2)c1,11,-1,-0.6,-4,4,0,-1,-0.8,-0.8
Cc1ccc(S(=O)(=O)N(C)C)cc1NC(=O)C(C)OC(=O)c1ccc2c(c1)OCCO2 (stereo not given),0,1,-0.9,-12,3,1,0,-0.2,0.0
CCCCCC(=O)N/N=C/c1cccs1,9,-5,0.1,-6,18,0,2,-0.1,-2.2
O=C(CSc1nc2ncccc2[nH]1)c1cccc([N+](=O)[O-])c1,6,-4,-0.3,-4,13,2,6,1.9,1.5
COc1ccc(CNC(=S)Nc2ccc(F)c(Cl)c2)cc1,3,1,0.6,-7,-24,1,-2,0.4,-2.0
Cc1ccc(S(=O)(=O)N2CCOCC2)cc1C(=O)NC(=S)N1CC(C)OC(C)C1 (stereo not given),8,0,0.6,-11,17,1,14,0.1,0.0
CCOC(=O)c1c(CN(CC)CC)oc2cc(Br)c(O)cc12,9,0,-0.2,-1,5,1,7,-0.1,0.9
CCCCSc1nnc(CCNC(=O)OC(C)(C)C)o1,11,0,-0.7,-10,-23,0,13,0.0,0.4
CCCCNC(=O)c1cn(-c2ccc(OCC)cc2)c(=O)c2cc(OC)c(OC)cc12,3,-4,-2.1,-6,-6,-4,4,0.1,-4.5
Cc1cccc(C)c1Nc1nnc(SCC(=O)c2ccc(Br)s2)s1,6,10,0.2,-9,20,17,0,3.0,1.2
Cc1nnc(NC(=O)c2oc3c(ccc4ccccc43)c2C)s1,10,-2,1.5,-9,-17,-3,0,0.1,-5.2
CCOC(=O)N1CCN(C(=O)Cn2c(C)cc3ccccc3c2=O)CC1,8,5,1.1,-1,11,-1,1,0.6,-1.9
Cc1nnc(Nc2ccccn2)c2ccccc12,.,2,-0.2,-6,20,1,-1,0.2,0.6
COCCN(CCOC)C(=O)COC(=O)c1ccc(Cl)c(S(=O)(=O)N(C)c2ccccc2)c1,9,0,0.4,-14,25,-3,8,-0.3,-0.2
Cc1csc(SC(C)c2nc3scc(-c4ccccc4)c3c(=O)[nH]2)n1 (stereo not given),5,2,0.6,7,16,1,17,0.5,0.5
Cc1ccc(N=Cc2cccc(O)c2O)c(C)c1,8,-13,1.0,8,31,-2,3,1.1,-12
COc1ccc(CN2CNc3c(c(=O)n(C)c(=O)n3C)C2)cc1,6,3,-0.4,-13,18,-2,-7,.,1.3
CCC/C(O)=C1\C(=O)CCCC1=NCCCCCC(=O)O,0,-7,1.7,8,12,0,6,-0.5,2.3
CCOP(=O)(OCC)C(NC(=O)Nc1ccc(Cl)cc1)C(N)=O (stereo not given),9,3,0.9,-5,-25,1,5,0.0,1.3
COc1ccc(-n2c(Cc3cccn3C)nnc2SCC(=O)NCCc2ccccc2)cc1,2,1,-0.9,-6,-12,-1,-1,-0.2,0.0
CCC1CCCCN1C(=O)CCc1nnc(C2CCCCC2)o1 (stereo not given),6,-3,-1.2,-8,-4,0,13,12,1.0
COC(=O)c1ccc(C2=NOC(C)(c3sc(-c4ccc(Cl)cc4)nc3C)C2)cc1 (stereo not given),3,-3,.,.,-1,1,29,1.3,8.0
COc1ccc(C(=O)Nn2c(SCC(=O)NC3CCCCC3)nc3ccccc3c2=O)cc1,2,0,0.4,-6,12,1,3,0.2,0.0
COc1ccc(C2c3ccc(O)cc3Oc3ncn(CCN4CCOCC4)c(=N)c32)cc1 (stereo not given),3,12,-0.7,4,-26,8,22,-0.4,1.3
Cc1cccc(OCC(=O)Nc2cccc3nsnc23)c1,6,12,0.1,2,31,10,0,0.0,0.1
CCOC(=O)CC(NC(=O)c1cccc2c1C(=O)N(Cc1cccnc1)C2)c1ccc(OCC)c(OC)c1 (stereo not given),3,-4,-0.4,2,4,-8,19,-0.2,2.0
c1ccc(Oc2ccc(-c3ccn[nH]3)cc2)cc1,11,-1,0.7,-5,-4,-2,8,2.2,-2.9
COc1ccc(N(CC(=O)Nc2cccc(N(C)S(C)(=O)=O)c2)S(=O)(=O)c2ccc(F)cc2)cc1,12,-3,-0.6,-4,-17,-1,18,0.8,-4.4
CCN(Cc1cn2cccnc2n1)C1CCCCC1,6,2,1.1,-6,8,-1,26,1.7,0.9
O=C(OCc1nnc(-c2ccccc2)o1)c1cc(=O)c2ccccc2o1,11,0,2.6,-1,16,-2,0,-0.1,-3.6
CCc1nnc(NC(=O)CSc2nnc(Cc3cccn3C)n2CCOC)s1,6,0,1.8,-9,13,.,2,0.9,0.2
Cc1n[nH]c(=S)n1/N=C/c1ccc(-c2ccccc2[N+](=O)[O-])o1,5,13,1.0,-1,-23,19,3,0.2,-6.6
N#CC1=C(SCc2ccccc2)NC2=C(C(=O)CCC2)C1c1ccc2c(c1)OCO2 (stereo not given),12,6,0.2,-6,6,10,2,-0.9,-0.5
CCC(C)(C)n1nnnc1C(c1ccc(C)cc1)N(Cc1ccco1)Cc1cccs1 (stereo not given),8,1,0.2,-5,8,1,-12,-0.5,-1.5
O=C(O)c1cn[nH]c1-n1cnnn1,5,0,1.4,-3,25,0,7,-0.6,-1.3
COC(=O)C1C(=O)c2c(n[nH]c2C)CC1(C)C (stereo not given),8,4,0.1,0,22,-1,2,-1.1,-1.6
O=C(NC(=S)Nc1ccccc1N1CCCC1)c1cccs1,1,-2,-0.7,-5,-13,7,14,0.8,2.5
Cc1cc(N2CCN(C)CC2)nc2ccc(NC(=O)c3ccc(Br)o3)cc12,10,-1,-2.1,-4,-37,2,-7,14,-2.0

# Following part
Compound,PGE2 EP2 inh,Runt-SMMHC FRET,PERK inhibitor,RBBP9 inh,EP2 modulator,Runt-CBFb FRET,Hck Nef HTS,zVAD death inh,TNF necrop inh
Cc1ccc(-c2nnn(CC(=O)N3CCCc4ccccc43)n2)cc1,10,2,0.1,-10,-15,-2,0,0.4,-0.5
CN(C)c1ccc(/C=N/NC(=O)c2ccccc2O)o1,18,0,0.8,-1,15,2,23,5.6,0.6
COc1cccc(NC(=O)c2cc([N+](=O)[O-])ccc2NCc2cccnc2)c1,5,0,-1.0,-6,-13,-6,2,1.1,1.4
Cc1ccc(C(c2nnnn2CC2CCCO2)N2CCN(C)CC2)cc1 (stereo not given),15&2,0,0.1,6,16&17,-2,6,-0.2,0.8
Cc1ccc(S(=O)(=O)NC(=O)N(C)C2CCCCC2)cc1,13,-2,1.9,-5,-6,0,9,-0.6,2.2
Nc1nc(N2CCN(c3ccccc3)CC2)n[nH]1,4,-1,2.1,5,-9,3,11,0.9,-0.2
Cc1cc(C(=O)OCC(=O)Nc2cccc(S(=O)(=O)N3CCOCC3)c2)c(C)o1,15,0,0.0,-6,9,0,0,0.8,0.4
Cc1ccc(NC(=O)CNC(=O)c2ccccc2F)cc1Cl,5,-3,2.6,-7,3,-1,2,0.2,0.4
O=C(CCS(=O)(=O)c1ccc(Br)s1)NCc1cccs1,5,-1,2.4,-2,12,-1,7,1.0,0.3
O=C(Cn1c(-c2cncs2)nc2ccccc21)NC1CCCC1,.,1,0.5,-2,-6,1,5,-0.4,-0.4
CNC(=S)N1CCN(CCNC2=CC(=O)CC(C)(C)C2)CC1,5,0,-0.3,-2,-4,1,-1,-0.1,0.7
CCO/C=C1\SC(=S)N(c2ccc(Cl)cc2)C1=O,4,-7,0.5,-24,7,4,5,-0.3,1.6
COCCCNc1nc2ccccc2nc1NS(=O)(=O)c1ccc(C)cc1C,20,-1,-1.4,-1,0,0,16,-0.2,-1.6
